DAX1 inh-1: inhibitors of human orphan nuclear receptor DAX1 (NR0B1); P51843; HEK293 Gal4-DAX1 luciferase reporter, luminescence; inhibition, % at 6.75 µM; actives 0.99% (n = 340,000); AID 504766;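 active = inhibition above the mean over all tested compounds plus 3 SD, cut at about 4.2% in these data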;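 also: 0% = DAX1-transfected cells with DMSO and 100% = empty-vector control cells with DMSO; inhibition shows as a rise in luminescence from relieved DAX1 repression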
Target sequence (P51843 207-470 limits assumed): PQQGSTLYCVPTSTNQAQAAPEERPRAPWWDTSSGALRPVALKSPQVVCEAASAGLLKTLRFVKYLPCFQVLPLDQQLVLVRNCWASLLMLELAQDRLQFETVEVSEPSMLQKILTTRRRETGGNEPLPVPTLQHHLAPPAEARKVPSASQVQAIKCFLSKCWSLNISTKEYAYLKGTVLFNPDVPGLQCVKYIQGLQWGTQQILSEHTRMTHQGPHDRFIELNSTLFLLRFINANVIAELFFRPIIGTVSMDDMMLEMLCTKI
hcDAF12 agonist: activators of H. contortus DAF-12 nuclear receptor; HEK293 hcDAF-12 lit1-tk-luc reporter, luminescence; 0% DMSO, 100% Δ7-dafachronic acid; activation, % at 6.8 µM; actives 1.4% (n = 370,000); AID 652067;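 active = activation above the mean of all tested compounds plus 3 SD, cut at about 5.5% in these data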;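 also: 100% = response to 3 µM Δ7-dafachronic acid high control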
SMARCA2 act: SMARCA2 function activation, primary screen; MG213 cells, MMTV-luciferase reporter, dexamethasone, overnight; activation, % at 9.1 µM; actives 1% (n = 370,000); AID 652017; in the data active = activation above about 7.8%;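 also: 0% = vehicle wells and 100% = reference activator wells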
hgDAF12 agonist: activates the H. glycines DAF-12 receptor ligand-binding domain; activation, % at 6.8 µM; actives 1.8% (n = 370,000); HEK293 GAL4-hgDAF12 UAS-luciferase reporter, agonist luminescence; normalized to butyrate control;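 active = activation above a cutoff set at the mean of all screened compounds plus 3 SD, cut at about 10% in these data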;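 also: 0% = DMSO wells and 100% = sodium butyrate wells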
GC-A act: GC-A (human) enzyme activation. P16066. HEK293 GC-A cells, cGMP TR-FRET, EC30 ANP; 0% at EC30 ANP, 100% saturating ANP. activation, % at 10 µM. actives 0.14% (n = 370,000). AID 1671463; in the data active = activation above about 40%
FXN GAA850 act: activators of GAA850 frataxin (FXN) promoter; HEK293 lucGAA850 FXN promoter luciferase reporter, 24 h; percent of 10 µM SAHA response; actives 0.56% (n = 360,000); activation, % at 6 µM;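 active = activation above the average of all compounds screened plus 3 SD, cutoff fixed separately per campaign, cut at about 7.5% in these data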;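 also: 0% = DMSO wells and 100% = 10 µM SAHA wells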
ADAM10 inh: ADAM10 inhibition, QFRET primary screen; actives 0.62% (n = 370,000); inhibition, % at 7 µM; recombinant ADAM10, EDANS/DABCYL FRET peptide cleavage, 3 h; O14672;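 active = inhibition above a per-campaign cutoff equal to the mean of compounds falling between control-based bounds plus 3 SD, cut at about 20% in these data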;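 also: 0% = DMSO wells while the 100% control is not disclosed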
sPLA2-III inh: Inhibits HGIII-sPLA2 liposome hydrolysis, primary screen | QFRET BODIPY PC-A2 liposome hydrolysis, fluorescence | inhibition, % at 12.2 µM | actives 0.56% (n = 370,000);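 active = inhibition above mean plus 3 SD of compounds lying within the high and low control bounds, cut at about 19% in these data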;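 also: 0% = median of test compound wells and 100% = no enzyme DMSO wells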
Target sequence (Q9NZ20 whole entry, looked up): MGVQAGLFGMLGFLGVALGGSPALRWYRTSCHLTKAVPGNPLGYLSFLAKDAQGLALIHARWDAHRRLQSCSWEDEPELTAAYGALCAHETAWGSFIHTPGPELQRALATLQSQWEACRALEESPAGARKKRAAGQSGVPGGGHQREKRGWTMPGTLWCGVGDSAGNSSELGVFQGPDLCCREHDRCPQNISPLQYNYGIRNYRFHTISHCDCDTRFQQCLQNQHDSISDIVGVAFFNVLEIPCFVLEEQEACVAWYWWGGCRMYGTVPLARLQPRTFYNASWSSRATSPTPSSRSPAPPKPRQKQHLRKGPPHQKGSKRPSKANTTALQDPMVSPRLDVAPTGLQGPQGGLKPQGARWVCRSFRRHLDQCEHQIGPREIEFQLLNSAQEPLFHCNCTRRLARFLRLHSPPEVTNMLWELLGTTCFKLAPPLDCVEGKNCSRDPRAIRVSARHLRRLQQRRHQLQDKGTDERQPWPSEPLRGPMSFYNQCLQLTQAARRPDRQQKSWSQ
ssDAF-12 act: activates DAF-12 receptor from parasite S. stercoralis; HEK293 ssDAF-12/GRIP1 lit1-tk-luc reporter, luminescence; % of 3 µM dafachronic acid response; activation, % at 6.8 µM; actives 1% (n = 370,000); AID 652126;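 active = activation above the mean over all tested compounds plus 3 SD, cut at about 0.9% in these data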;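 also: 0% = DMSO-only wells and 100% = 3 µM delta7-dafachronic acid wells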
DAX1 inh-2: DAX1 (NR0B1) inhibition, primary screen; HEK293T StAR-luciferase reporter, SF-1/DAX-1 repression relief; inhibition, % at 6.8 µM; actives 1.1% (n = 370,000); AID 652010;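 active = inhibition above the mean over all tested compounds plus 3 SD, cut at about 3.6% in these data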;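 also: 0% = DAX-1 cells with DMSO and 100% = cells lacking DAX-1 with DMSO; higher inhibition means more luminescence from relief of DAX-1 repression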
GC-B act: GC-B (human) receptor activation. AID 1920062. actives 0.11% (n = 370,000). P20594. HEK293-GC-B cells, CNP EC30, cGMP TR-FRET; 0% at EC30 CNP, 100% saturating CNP. activation, % at 10 µM;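 active = activation at 10 µM reaching about 35% in either raw or pattern-adjusted values, limit read from the data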
Numbers without * were called inactive; x = no result given.

Values run as follows: DAX1 inh-1, hcDAF12 agonist, SMARCA2 act, hgDAF12 agonist, GC-A act, FXN GAA850 act, ADAM10 inh, sPLA2-III inh, ssDAF-12 act, DAX1 inh-2, GC-B act
- CCc1ccc(Nc2ncnc3nc[nH]c23)cc1
    5.3*, 3.9, 5, 12*, -3, 3.6, 2, -11, -0.4, 3.1, -1
- COc1cc(C(C)=O)ccc1Oc1ncnc2c1cnn2-c1cccc(Cl)c1
    0.4, 0.9, -1, 1.9, 3, -3.6, 2, -1, -1.2, -0.1, -5
- CCCc1ncc(C[n+]2ccccc2C)c(N)n1
    0.1, -1.0, 9.1*, -1.6, 1, -0.2, 4, 3, -1.3, 0.2, -5
- FC(F)(F)c1cc(CNC2CCC23CCCCC3)ccc1Cl (stereo unspecified)
    x, -0.1, x, 1.1, 0, x, 2, 3, -1.7, x, 0
- CSC(=NS(=O)(=O)c1ccccc1)NNC(=O)c1c(-c2c(Cl)cccc2Cl)noc1C
    x, 0.2, -1, -1.4, 1, x, -2, -28, -1.6, -0.4, 2
- Cn1c(=O)[nH]c(=O)c2c1nc(SCC(O)CCl)n2Cc1ccccc1 (stereo unspecified)
    0.1, -0.6, -4, -2.0, 7, 3.4, -6, 3, -2.1, -0.5, 9
- Cc1ccc(S(=O)(=O)N2CCOCC2)cc1NC(=O)CNCc1ccccc1Cl
    -1.6, -0.2, -2, -2.6, 3, -2.0, -6, 4, -1.2, -2.1, -3
- Cc1c(NC(=O)Nc2cccs2)cccc1[N+](=O)[O-]
    -2.2, 1.5, -1, -1.5, 0, 0.0, 2, -2, -1.0, -1.5, -2
- CCOC(=O)NC(=S)Nc1cccc(C)n1
    1.0, -0.5, -2, -0.2, 7, -1.2, -1, 10, -1.4, -1.1, 5
- COc1ccc(OC)c(NC(=O)Cn2c(C)nc3ccccc3c2=O)c1
    0.2, -0.8, -3, -1.1, -6, 1.0, -10, 7, -0.7, -0.1, 6
- O=C(NC(=O)c1c(F)cccc1F)O/N=C1\CCCc2occc21
    2.0, -2.2, 2, 1.1, -4, 1.7, -4, -4, -1.1, -0.2, 6
- CCCCCCC1C(C#N)=C(N)OC2=C1C(=O)CCC2 (stereo unspecified)
    -0.7, 0.6, -3, -2.7, 3, 0.6, -27, 1, -1.3, 0.0, 0
- CC#CCN(CC#CC)S(=O)(=O)c1ccc(-n2cnnn2)c(OC)c1
    0.1, -2.2, 0, -1.7, -6, 0.8, 9, -2, -1.6, 0.2, -4
- Fc1cccc(NC(=S)NCCc2ccccc2)c1
    -2.0, -1.7, 1, -0.7, 1, 3.5, 5, 8, -2.1, -0.6, 5
- Cc1nc2ccc(S(=O)(=O)NCC(=O)N3CCCCC3)cc2s1
    -0.8, -1.6, -1, -0.2, 0, 0.4, 5, 1, -1.2, 0.3, 1
- O=C(Nc1cccc(Cl)c1)Nc1cc(S(=O)(=O)N2CCCCC2)ccc1Cl
    -0.4, -4.9, -7, -6.4, 0, -0.8, 22*, -22, -2.3, -1.0, 13
- CCOC(=O)C1=C(C)NC(C)=C(C(=O)OCC)C1C(=O)OCC(=O)N1CCc2ccccc21
    -0.1, -0.9, -2, -2.6, -2, 0.7, -26, 5, -1.5, -0.6, 2
- CN(c1ccc(OCC(=O)OCC(=O)Nc2cccc([N+](=O)[O-])c2)cc1)S(=O)(=O)c1ccc(F)cc1
    1.2, -0.2, 0, 4.4, 6, -0.1, 16, -25, -1.9, 0.9, 2
- C#CCOCCOCCOCCNc1nc(N2CCN(C(=O)C([C@@H](C)CC)n3cc(C(N)Cc4ccc(O)cc4)nn3)CC2)nc(N2CCN(C(=O)[C@H](CCC(=O)O)n3cc(C(N)[C@H](C)CC)nn3)CC2)n1 (stereo partly specified)
    0.1, -0.4, 0, 1.1, 1, -1.0, 0, 2, -1.2, 0.0, 8
- Cc1cc(C(=O)COC(=O)c2cccn2C)c(C)n1Cc1ccco1
    -4.1, 3.4, -1, 5.4, 2, -2.4, -7, -7, -0.8, 4.1*, 0
- C/C=C/C=C(/NC(=O)c1ccccc1)C(=O)Nc1ccccc1
    0.5, -2.2, -2, 1.6, 0, 0.1, -14, 4, -1.4, 0.4, 3
- COCCN(CC(=O)Nc1cccc(C)c1C)C(=O)/C=C/c1ccc2c(c1)OCCO2
    1.4, 0.7, -2, 0.2, 2, 0.6, -49, 2, -1.3, 1.9, -1
- Cc1cc(O)c2c(c1)CC1C3CCC4CC(=O)CCC4(C)C3CC(=O)C21C (stereo unspecified)
    1.5, -0.2, -3, -0.2, -2, -0.1, -6, -1, -0.8, 0.0, -3
- Cn1c(CCN2CCOCC2)nc2cc(NC(=O)COc3ccc(Cl)cc3)ccc21
    -1.6, 0.4, 0, -3.0, 2, -1.2, -26, 6, -1.6, -0.2, 0
- COc1ccc2c(c1)CCCN2C(=O)C1CCCN(S(=O)(=O)c2ccc(C)c(C)c2)C1 (stereo unspecified)
    x, -4.2, -7, -3.9, 4, x, -2, -2, -1.8, -2.3, -7
- CCCc1cc(=O)[nH]c(/N=C(/NC(=O)C(C)N2C(=O)c3ccccc3C2=O)Nc2ccccc2)n1 (stereo unspecified)
    -0.3, -1.6, -2, 1.4, -5, 0.8, 2, -2, -0.9, 2.0, 1
- COc1ccc(NC(=O)C(=O)N2N=C3CCCCC3C2(O)C(F)(F)F)cc1 (stereo unspecified)
    0.4, -0.9, -3, 0.7, 5, 0.8, -4, 3, -2.3, -0.2, 4
- CC[C@H](C)[C@H](NC(N)=O)C(=O)Nc1ccc(NC(C)=O)cc1
    1.1, -0.3, 1, 1.0, 0, -0.6, 1, 2, -1.4, 0.2, 4
- COC(=O)C1CC(c2ccccc2)N(c2ccccc2)O1 (stereo unspecified)
    -0.6, -2.7, -2, 0.6, 1, 0.2, -5, 2, -1.0, -1.0, 1
- c1ccc(SCCOCCN2CCOCC2)cc1
    2.3, 0.7, 1, 0.1, 0, 0.7, -1, 1, -1.0, 0.4, -3

Brought forward from above: 4 compounds, followed by the next part.
Values run as follows: DAX1 inh-1, hcDAF12 agonist, SMARCA2 act, hgDAF12 agonist, GC-A act, FXN GAA850 act, ADAM10 inh, sPLA2-III inh, ssDAF-12 act, DAX1 inh-2, GC-B act
- COc1ccc(NC(=O)C(=O)N2N=C3CCCCC3C2(O)C(F)(F)F)cc1 (stereo unspecified)
    0.4, -0.9, -3, 0.7, 5, 0.8, -4, 3, -2.3, -0.2, 4
- CC[C@H](C)[C@H](NC(N)=O)C(=O)Nc1ccc(NC(C)=O)cc1
    1.1, -0.3, 1, 1.0, 0, -0.6, 1, 2, -1.4, 0.2, 4
- COC(=O)C1CC(c2ccccc2)N(c2ccccc2)O1 (stereo unspecified)
    -0.6, -2.7, -2, 0.6, 1, 0.2, -5, 2, -1.0, -1.0, 1
- c1ccc(SCCOCCN2CCOCC2)cc1
    2.3, 0.7, 1, 0.1, 0, 0.7, -1, 1, -1.0, 0.4, -3
- COc1ccc(/C=C2\N=C(C(C)(C)C)OC2=O)c(OC)c1
    -0.9, 0.8, 0, -2.8, -4, 0.2, 1, -2, -0.8, -5.5, -8
- CN(CC(=O)Nc1ccc(F)cc1)C(=O)COC(=O)c1nc(Cl)ccc1Cl
    -0.1, 1.4, -1, 1.3, -4, 0.9, -6, 11, -0.8, -0.7, -5
- CCCCN1CCc2c([nH]c3ccc(C)cc23)C1=O
    1.8, 3.8, 7, 15*, 0, 2.3, -3, -5, 0.5, 3.9*, 2
- COC(=O)C1Cc2c([nH]c3ccccc23)C2(CCN(Cc3ccccc3)CC2)N1 (stereo unspecified)
    1.2, 0.9, 0, 1.2, -46, -5.2, 6, -5, -0.6, 0.0, -17
- Cc1ccc2nc(C3CCCN3Cc3nc(CCC(C)C)no3)[nH]c2c1 (stereo unspecified)
    0.1, -0.6, -1, -4.9, -5, -0.2, 2, -6, -1.6, -0.8, -4
- C[C@H]1CCC(=O)N(CCSc2ccc(Br)cc2)CC1
    1.3, 0.1, 5, 7.0, -5, 0.7, 4, 0, -0.7, 0.3, -4
- O=C(CN1CCc2ccccc21)NN1CC(=O)N(c2ccccc2)CC1=O
    1.4, 1.3, -1, -0.8, -3, 1.8, 1, -18, -0.6, 0.2, -1
- O=C(C1COc2ccccc2O1)N1CCCCC1 (stereo unspecified)
    -0.6, -0.3, 0, -0.9, 6, 3.2, -8, 9, -1.2, -1.2, 2
- CCC(CC)C(=O)Nc1nnc(SCC(=O)NC(C)(C)C)s1
    2.3, 0.3, 4, -1.2, -2, 0.2, -3, 3, -0.5, 0.6, -1
- Cc1cc(=O)oc(C)c1C(=O)OCC(=O)c1ccc(Br)cc1
    -0.1, -1.5, 1, 1.0, 11, 2.3, -3, -8, -1.4, -0.2, 3
- O=S(=O)(c1ccccc1)N1CCN(c2ccccc2)CC1
    -0.1, -2.2, 0, 2.1, 1, 4.4, 2, 1, -1.7, 0.1, -3
- O=C(COC(=O)[C@H](Cc1ccccc1)NC(=O)c1ccco1)NC(c1ccccc1)c1ccccc1
    0.2, -0.7, -3, -0.9, -7, 0.1, 11, -37, -1.1, -0.8, -1
- C=CCc1cccc(/C=N/NC(=O)CCC(=O)Nc2ccc(F)cc2)c1O
    -1.4, -0.2, -1, -10, -4, -1.4, -2, -24, -1.4, -2.6, -5
- COCCN1C(=O)COc2ccccc2C1C(=O)NCc1ccccc1 (stereo unspecified)
    x, 0.6, -2, -1.4, -3, x, -3, 10, -1.1, 0.3, -2
- Cc1cc([N+](=O)[O-])nn1CC(=O)Nc1cc(F)ccc1F
    0.5, 0.9, 1, 1.2, 1, -1.0, 1, 5, -0.4, -0.1, -3
- CN(C)S(=O)(=O)c1cccc(-c2csc(N/N=C/c3ccco3)n2)c1
    -0.3, 0.4, -1, 1.6, -1, 1.6, -1, 1, -1.4, -0.2, 4

From PubChem

An unsorted share of the library, and some 6.6% of all compounds hit somewhere here.
